Bioassay records: PubChem BioAssay, The Scripps Research Institute Molecular Screening Center
AHR act = activators of human aryl hydrocarbon receptor. P35869. 320,000 tested, 2.5% active. AHR-responsive luciferase reporter cells, luminescence. activation, % at 5 µM; in the data active means activation above about 47%;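 further: 0% = vehicle wells and 100% = reference agonist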
HCV core dimer = HCV core protein dimerization inhibition. AID 1899. inhibition, % at 5 µM. TR-FRET GST/Flag-core106 dimerization, 1536-well. 300,000 tested, 0.33% active;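 active means inhibition above the mean of all tested compounds plus 3 SD, set per screening campaign, cut at about 45% in these data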
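Material: Tagged HCV core106 pair (GST and Flag) | Amount: GST-core106 13.5 nM, Flag-core106 17 nM | Medium: KF-containing HEPES buffer, pH 7.45, DTT, CHAPS, BSA | Reagent: Eu donor and XL665 acceptor anti-tag antibodies | Schedule: 4 h at 22.5 °C | Technique: Time-resolved FRET, ex 340 nm, em 617 and 671 nm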
PP5 inh = blocks human protein phosphatase 5 activity. P53041. purified PP5c, OMFP substrate fluorescence. inhibition, % at 6.7 µM. 320,000 tested, 0.18% active;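 active means inhibition above the campaign's mean inhibition across all tested compounds plus 3 SD, cut at about 9.5% in these data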;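 further: 0% = DMSO only and 100% = 100 µM cantharidin control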
Target sequence (P53041 whole entry, looked up): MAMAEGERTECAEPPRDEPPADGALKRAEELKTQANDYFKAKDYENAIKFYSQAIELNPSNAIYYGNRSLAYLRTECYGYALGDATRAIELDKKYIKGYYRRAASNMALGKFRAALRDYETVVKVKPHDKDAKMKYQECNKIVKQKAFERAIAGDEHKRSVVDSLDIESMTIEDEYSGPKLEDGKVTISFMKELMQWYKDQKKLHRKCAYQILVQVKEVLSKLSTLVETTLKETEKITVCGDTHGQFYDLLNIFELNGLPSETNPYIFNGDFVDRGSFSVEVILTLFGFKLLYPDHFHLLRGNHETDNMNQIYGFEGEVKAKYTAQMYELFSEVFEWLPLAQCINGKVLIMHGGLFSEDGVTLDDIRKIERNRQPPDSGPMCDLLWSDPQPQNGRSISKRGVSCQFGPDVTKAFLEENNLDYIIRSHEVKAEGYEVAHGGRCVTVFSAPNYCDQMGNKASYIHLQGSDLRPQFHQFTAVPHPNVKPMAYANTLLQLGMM
Fh CTSL1 inh = blocks F. hepatica cathepsin L1 in PFM18AAP counter-screen. recombinant F. hepatica cathepsin L1, Z-Leu-Arg-MCA fluorescence. 300,000 tested, 0.49% active. inhibition, % at 5.96 µM;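 active means inhibition above the mean of all tested compounds plus 3 SD, set per screening campaign, cut at about 17% in these data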;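 further: 0% = plate median of test compound wells and 100% = 1 µM Z-Phe-Ala-diazomethylketone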
proCasp7 act = counter-screen: procaspase-7 (human) activation; P55210; recombinant procaspase-7, Ac-DEVD-pNA absorbance 405 nm; D23A/D198A/D206A triple mutant, cannot self-cleave; scale: DMSO 0, 5 µM enzyme 100; activation, % at 8.5 µM; 330,000 tested, 0.093% active;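 active means percent activation above the screen-wide mean plus 3 SD, cut at about 25% in these data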
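Assay system: Uncleavable procaspase-7 mutant enzyme / Input: 2 µM procaspase-7 mutant as dispensed / Dosing: single nominal 8.5 µM compound dose, 0.8% DMSO final / Timing: 1 h enzyme–compound preincubation and 2 h substrate reaction, both 25 °C / Detection: p-Nitroaniline absorbance at 405 nm, read at 0 and 120 min / Replication: singlicate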
PP1 inh = PP1-alpha (human) inhibition in PP5 counter-screen; inhibition, % at 6.7 µM; purified PP1alpha, OMFP fluorescence; 320,000 tested, 0.9% active;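 active means inhibition above the mean inhibition of all tested compounds plus 3 SD, computed separately for each screening campaign, cut at about 15% in these data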
Target sequence (P62136 whole entry, looked up): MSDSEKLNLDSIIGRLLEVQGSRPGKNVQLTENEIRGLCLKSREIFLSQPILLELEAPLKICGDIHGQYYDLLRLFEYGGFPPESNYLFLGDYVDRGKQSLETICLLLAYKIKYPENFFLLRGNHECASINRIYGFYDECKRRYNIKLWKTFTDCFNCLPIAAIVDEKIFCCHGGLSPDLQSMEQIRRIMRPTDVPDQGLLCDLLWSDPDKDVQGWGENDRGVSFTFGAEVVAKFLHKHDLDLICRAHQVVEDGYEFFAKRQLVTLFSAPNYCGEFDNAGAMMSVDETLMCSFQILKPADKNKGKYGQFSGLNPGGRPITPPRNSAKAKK
TPT1 inh = inhibitors of Candida albicans tRNA 2'-phosphotransferase TPT1. recombinant caTPT1, FP RNA substrate dephosphorylation. inhibition, % at 5 µM. 300,000 tested, 0.81% active;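 active means inhibition above the mean of all tested compounds plus 3 SD, set per screening campaign, cut at about 24% in these data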;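 further: plate controls were DMSO alone for no effect and ferristatin control at 100 nM for full effect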
proCasp3 act = procaspase-3 (human) activation; P42574; recombinant procaspase-3 D3A, Ac-DEVD-pNA absorbance 405 nm; activation, % at 8.5 µM; 330,000 tested, 0.11% active; AID 463141;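 active means activation above the mean of all tested compounds plus 3 SD, cut at about 21% in these data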;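 further: 0% = DMSO alone and 100% = DMSO wells spiked with extra 5 µM PC-3 D3A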
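Compound: 8.5 µM single point, 0.8% DMSO / Material: Autoprocessing-dead procaspase-3 D3A mutant enzyme / Timing: 1 h preincubation plus 2 h reaction at 25 °C / Medium: Zinc-free HEPES/NaCl buffer with 0.01% Triton X-100 at pH 7.4 / Technique: 405 nm absorbance of p-nitroaniline, reads at 0 and 120 min / Repeats: one well per compound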
PAFAH2 FP inh = inhibitors of human PAFAH2. AID 492956. 340,000 tested, 0.99% active. recombinant PAFAH2, FP-rhodamine activity probe, fluorescence polarization. inhibition, % at 3.39 µM. Q99487;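 active means inhibition above the mean over all tested compounds plus 3 SD, cut at about 30% in these data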;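 further: inhibitors block probe labeling of enzyme so polarization drops; 0% = enzyme with DMSO and 100% = wells lacking PAFAH2 protein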
An asterisk follows results filed as active; / = not tested or not shown; & = joins results of further samples. Compounds as they come; about 5.6% have a hit in one of these screens.

item	structure	AHR act	HCV core dimer	PP5 inh	Fh CTSL1 inh	proCasp7 act
1	CCN(CC)S(=O)(=O)c1ccc(N2CCCC2)c(NC(=O)c2ccc(OC)cc2OC)c1	1.5	7.1	-0.1	-0.8	7.2
2	c1ccc(-n2nnnc2-n2ccnc2)cc1	3.4	6.8	0.8	-5.4	2.4
3	CCOC(=O)c1ccc(Nc2c(OCC)c(=O)c2=O)cc1	-0.4	2.9	-0.5	-1.5	6.5
4	CC(=O)N(c1ccc(Br)cc1)C1C=CS(=O)(=O)C1 (configuration not stated)	-0.9	1.1	1.3	16.4	-0.2
5	O=C(NNC(=O)C1CCCO1)c1ccccc1Cl (configuration not stated)	3.1	-4.2	-0.2	-1.4	13.6
6	CNC(=O)c1ccc(NC(=O)CC23CC4CC(CC(C4)C2)C3)cc1	-0.2	-4.5	1.4	-1.2	8.7
7	CCN(CC(=O)Nc1c(F)cccc1F)C(=O)c1cc([N+](=O)[O-])ccc1N1CCOCC1	-0.8	-0.8	-0.5	1.3	1.6
8	COCCN(C(=O)COC(=O)CC1CCCCC1)c1c(N)n(Cc2ccccc2)c(=O)[nH]c1=O	0.4	4.3	-1.2	-0.3	-2.1
9	O=C(NC(Cc1c[nH]c2ccccc12)C(=O)N/N=C/c1cccc2ccccc12)c1cccs1 (configuration not stated)	34.2	19.7	2.3	0.3	-7.8
10	CCC(C(=O)NCc1ccco1)N(C(=O)CNS(=O)(=O)c1ccccc1)C1CCCCC1 (configuration not stated)	0.0	4.8	-0.5	2.4	-4.8

item	PP1 inh	TPT1 inh	proCasp3 act	PAFAH2 FP inh
1	1.6	-2.9	5.4	7.7
2	1.8	0.4	-3.2	-0.7
3	-0.6	-2.7	5.7	5.8
4	-5.7	-3.0	1.9	0.5
5	-2.3	-5.1	10.8	2.1
6	4.5	0.3	-4.8	11.4
7	-5.5	-0.1	-4.3	3.5
8	3.2	-2.0	-0.5	-0.7
9	1.2	-4.4	6.5	-39.7
10	0.1	1.3	1.0	13.8

Following part.
item	structure	AHR act	HCV core dimer	PP5 inh	Fh CTSL1 inh	proCasp7 act
11	Cc1ccc(NS(=O)(=O)c2cc(C(=O)N3CCOCC3)ccc2C)cc1C	3.0	-13.8	0.2	9.8	-5.7
12	O=C(CN1CCC(NC(=O)c2ccco2)CC1)Nc1ccccc1[N+](=O)[O-]	13.9	-0.1	0.5	-0.4	2.7
13	Cc1ccc(Cc2cnc(NC(=O)c3ccco3)s2)cc1	3.6	-6.0	1.4	3.5	15.9
14	NC(=O)N1CCN(C(=O)c2ccco2)CC1	-0.1	-0.7	1.4	-1.4	5.5
15	COCCNC(=O)c1c(CSc2ccc(Cl)cc2)noc1C(=O)NCc1ccccc1	2.5	-1.3	1.7	-3.3	-2.9
16	COc1ccc(S(=O)(=O)Nc2nncs2)cc1	-0.7	-0.8	0.9	0.1	-1.2
17	Cc1cc(C)n(CC(=O)NC2CCCN(Cc3ccc(Cl)cc3)C2)n1 (configuration not stated)	4.5	-12.4	0.4	-4.2	0.8
18	O=C(CSc1nnc(-c2ccccc2F)o1)Nc1ccc(N2CCOCC2)cc1	6.3	/	2.1	/	4.6
19	CCc1ccc2nc(SCC(=O)N3CCCCC3)c(C#N)cc2c1	8.0	16.6	-1.7	-1.0	-7.5
20	COc1ccccc1OC1OC2COC(c3ccco3)OC2C(O)C1NC(C)=O (configuration not stated)	-1.4	-4.0	-1.2	-0.1	0.7

item	PP1 inh	TPT1 inh	proCasp3 act	PAFAH2 FP inh
11	-0.1	6.3	9.1	8.3
12	0.4	-1.1	-7.5	/
13	1.0	-4.5	4.0	5.3
14	0.1	1.9	2.5	1.9
15	2.8	3.4	4.0	-4.3
16	-0.4	0.6	5.6	4.3
17	3.1	-0.1	-0.2	4.0
18	-6.3	/	-0.7	6.7
19	-2.1	1.8	-2.9	1.4
20	0.5	0.8	-3.6	-1.8

A run of entries from further up, as a working copy:
item	structure	AHR act	HCV core dimer	PP5 inh	Fh CTSL1 inh	proCasp7 act
16	COc1ccc(S(=O)(=O)Nc2nncs2)cc1	-0.7	-0.8	0.9	0.1	-1.2
17	Cc1cc(C)n(CC(=O)NC2CCCN(Cc3ccc(Cl)cc3)C2)n1 (configuration not stated)	4.5	-12.4	0.4	-4.2	0.8
18	O=C(CSc1nnc(-c2ccccc2F)o1)Nc1ccc(N2CCOCC2)cc1	6.3	/	2.1	/	4.6
19	CCc1ccc2nc(SCC(=O)N3CCCCC3)c(C#N)cc2c1	8.0	16.6	-1.7	-1.0	-7.5
20	COc1ccccc1OC1OC2COC(c3ccco3)OC2C(O)C1NC(C)=O (configuration not stated)	-1.4	-4.0	-1.2	-0.1	0.7

item	PP1 inh	TPT1 inh	proCasp3 act	PAFAH2 FP inh
16	-0.4	0.6	5.6	4.3
17	3.1	-0.1	-0.2	4.0
18	-6.3	/	-0.7	6.7
19	-2.1	1.8	-2.9	1.4
20	0.5	0.8	-3.6	-1.8

Other records
item	structure	AHR act	HCV core dimer	PP5 inh	Fh CTSL1 inh	proCasp7 act
21	COc1ccc(OC2CCN(S(=O)(=O)c3cccc(F)c3)CC2)cc1	3.6	-2.4	2.7	0.7	0.3
22	COc1ccc(CC(=O)N(C)Cc2ccc(C(C)(C)C)cc2)cc1S(=O)(=O)N1CCOCC1	5.8	0.6	2.7	-3.8	7.1
23	Cc1ccc(N/C=C/C(=O)c2ccccc2)cc1C	16.4	4.4	1.5	7.0	2.5
24	CCCc1cc(=O)oc2c3c(c(Cl)cc12)OCN(CCCO)C3	1.9	-4.0	1.9	-0.2	6.5
25	Cc1cc(C)c2c(CN3CCN(CCO)CC3)cc(=O)oc2c1	5.2	-4.6	0.0	-0.5	3.0
26	COCCN1C(=O)/C(=C2/C(=O)N(CC(=O)Nc3ccccc3Cl)c3ccccc32)SC1=S	-2.1	5.6	3.1	-2.1	-10.5
27	COc1cc(C(C)=O)ccc1OCC(O)CN1CCN(S(=O)(=O)c2ccccc2)CC1 (configuration not stated)	1.8	-3.3	3.9	-4.2	3.8
28	CC(C)(C)NC(=O)COC(=O)c1ccccc1OCC(=O)Nc1ccc(Br)cc1	-6.0	-1.1	5.6	-0.6	10.7
29	O=C(O)c1ccc(NC(=O)C2CC=CCC2C(=O)O)cc1 (configuration not stated)	-2.2	-9.7	-1.6	-0.1	-0.9
30	COC(=O)c1ccsc1NC(=O)C1=COCCO1	2.4	-11.3	0.5	1.1	2.3

item	PP1 inh	TPT1 inh	proCasp3 act	PAFAH2 FP inh
21	1.1	1.6	-1.6	-2.2
22	1.2	-7.2	-0.2	5.1
23	-1.4	2.9	-11.2	-4.2
24	-3.1	-23.2	2.6	/
25	-2.4	-2.2	5.3	-3.5
26	0.3	0.5	6.7	-3.2
27	1.1	0.0	12.8	-5.6
28	3.2	3.8	-0.6	7.9
29	-2.4	-0.2	5.3	-0.5
30	1.1	-0.5	12.6	6.2

New compounds follow:
item	structure	AHR act	HCV core dimer	PP5 inh	Fh CTSL1 inh	proCasp7 act
31	COC(=O)c1ccc(COc2ccc(/C=N/NC(=O)C(=O)Nc3ccc(OC)cc3)cc2OC)o1	-1.2	3.5	8.9	0.6	-0.8
32	N#C/C(=C\c1ccncc1)c1nc2c(s1)CCCC2	-1.5	-4.0	4.5	1.7	-12.7
33	Clc1ccccc1-c1nn2c(COc3ccccc3)nnc2s1	14.2	16.7	3.7	1.7	2.9
34	Cc1ccc2cc(C#N)c(N3CCCN(C(=O)c4cnccn4)CC3)nc2c1	19.7	8.6	0.5	-1.2	-1.6
35	Fc1cccc(/C=N/Nc2ncnc3nc[nH]c23)c1	105.4*	-5.9	1.6	3.9	7.4
36	CC(=O)c1cnc2scnn2c1=O	0.5	-2.1	-0.1	2.9	2.4
37	O=C(Nc1ncc([N+](=O)[O-])s1)c1cccs1	11.8&8.6	-3.8&-3.8	2.7&2.1	-0.4&5.3	-13.3&-13.1
38	Cn1cc(CNC(=O)C2CCC(=O)N(Cc3ccccc3F)C2)cn1 (configuration not stated)	2.0	5.3	3.7	-5.8	2.7
39	Cc1ccc(S(=O)(=O)N2CCN(C(=O)n3ccnc3)CC2)cc1	0.2	/	1.9	/	2.2
40	c1ccc(CNc2nc(-c3ccccc3)nc3ccccc23)cc1	-0.6	10.9	4.7	0.6	1.3

item	PP1 inh	TPT1 inh	proCasp3 act	PAFAH2 FP inh
31	2.7	-1.4	1.5	/
32	-5.7	-0.2	-12.0	0.2
33	5.1	-3.7	6.5	-2.0
34	-1.6	3.3	-1.2	-4.8
35	-1.6	-0.5	2.8	1.4
36	-1.9	2.0	1.4	0.5
37	-5.3&0.3	8.2&8.3	-6.8&-3.6	-6.5&3.4
38	-7.9	4.5	-7.2	0.6
39	-1.8	/	6.5	1.3
40	8.0	0.4	0.3	-8.3

Continued:
item	structure	AHR act	HCV core dimer	PP5 inh	Fh CTSL1 inh	proCasp7 act
41	COC(=O)c1ccc(S(=O)(=O)N(CCO)Cc2ccccc2)n1C	-1.7	2.5	-0.6	0.1	7.0
42	Cc1cccc(N(CC(=O)NC2CC2)S(=O)(=O)c2ccc(Cl)cc2)c1	1.4	-11.2	0.6	-0.7	9.0
43	COC(=O)C1=C(C)N(C)C(=S)NC1c1ccc(Cl)cc1 (configuration not stated)	-0.4	12.3	2.5	6.8	-1.8
44	COc1ccccc1OCC(=O)NCCSCc1cccc(Cl)c1	18.3	-10.2	2.9	-0.7	5.7
45	Cc1ccc(-n2nc(C)c(C(=O)Nc3cccc(C(=O)NC4CC4)c3)n2)c(C)c1	4.0	/	6.5	/	-1.6
46	COc1ccc(CCNS(=O)(=O)c2ccc(-n3cnnn3)c(OC)c2)cc1OC	2.9	-14.1	2.1	1.4	3.6
47	Cc1ccc(C)c(NC(=S)NCCN(C2CCCCC2)C2CCCC2)c1	37.6	-4.6	-1.4	2.3	-2.9
48	CCN(CC)C(=O)C1CCC(CNS(=O)(=O)c2cccc3nsnc23)CC1 (configuration not stated)	-0.6	6.2	1.8	1.0	11.7
49	Cc1cc2nc(-c3ccc(SCC(=O)Nc4ccc(S(=O)(=O)NC5CC5)cc4)nc3)[nH]c2cc1C	19.8	-40.7	3.2	0.8	0.1

item	PP1 inh	TPT1 inh	proCasp3 act	PAFAH2 FP inh
41	-7.2	-1.2	-4.1	-1.1
42	-2.6	0.4	0.9	1.6
43	-1.6	-3.5	7.5	3.9
44	9.2	1.6	-5.3	-5.2
45	2.5	/	-2.4	-3.6
46	-1.4	1.6	1.0	10.9
47	-2.0	-1.3	4.5	0.8
48	-1.0	-0.2	0.5	3.5
49	10.3	2.9	-9.2	-51.0
